Source: PubChem BioAssay (several laboratories)
FadD28 FP inh: M. tuberculosis FadD28 bisubstrate binding inhibition; inhibition, % at 12.5 µM; FadD28 bisubstrate probe binding, fluorescence polarization; 0.22% of 360,000 active; in the data active means inhibition above about 8.5%, passing the limit was not always enough; inconclusive means no clear call, values can overlap the other calls
BoNT-A LC inh2: blocks Botulinum neurotoxin A light chain protease; multiplex microsphere protease substrate cleavage, flow cytometry; inhibition, % at 10 µM; 0.17% of 360,000 active; AID 588499; further: plate controls were buffer without enzyme for full effect and enzyme alone for no effect
Mtb UGM inh: Mtb UDP-galactopyranose mutase inhibition. P9WIQ1. purified UGM, fluorescence polarization probe displacement. inhibition, % at 10 µM. 0.06% of 320,000 active. AID 504406; in the data active means inhibition above about 10%, passing the limit was not always enough; inconclusive means no clear call, values can overlap the other calls
Target sequence (P9WIQ1 whole entry, looked up): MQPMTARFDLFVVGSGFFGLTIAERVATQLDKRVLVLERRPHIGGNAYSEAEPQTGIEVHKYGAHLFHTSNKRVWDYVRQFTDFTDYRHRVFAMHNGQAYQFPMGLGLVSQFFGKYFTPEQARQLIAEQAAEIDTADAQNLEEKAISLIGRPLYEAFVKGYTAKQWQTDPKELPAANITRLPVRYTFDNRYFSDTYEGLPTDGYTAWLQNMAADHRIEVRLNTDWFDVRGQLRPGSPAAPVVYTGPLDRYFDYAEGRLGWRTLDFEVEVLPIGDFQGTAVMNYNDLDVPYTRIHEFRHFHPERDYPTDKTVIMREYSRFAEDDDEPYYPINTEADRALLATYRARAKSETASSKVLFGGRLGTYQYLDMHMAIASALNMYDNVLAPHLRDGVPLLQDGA
PfHsp40 yeast: rescue of PfHsp40-mediated yeast toxicity | S. cerevisiae expressing PfHsp40, growth rescue, ATP luminescence | AID 504582 | 0.68% of 340,000 active | growth rescue, % at 12.5 µM; in the data active means growth rescue above about 28%, passing the limit was not always enough; inconclusive means no clear call, values can overlap the other calls;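 further: yeast W303a lacking pdr1 and pdr3 grown in galactose medium; growth measured after three days at 30 °C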
Anthrax LF inh2: anthrax lethal factor protease inhibition; P15917; 0.12% of 360,000 active; multiplex microsphere protease cleavage assay, LF; inhibition, % at 10 µM; further: plate controls were buffer without enzyme for full effect and enzyme alone for no effect
BioA inh: inhibitors of Mycobacterium tuberculosis BioA enzyme. purified M. tuberculosis BioA enzyme, plate reader. 0.096% of 360,000 active. inhibition, % at 9.99 µM; in the data active means inhibition above about 40%; inconclusive means no clear call, values can overlap the other calls
GDH-TPI inh: GDH-TPI coupled enzyme inhibition counter-screen; GDH-TPI coupled enzyme counterscreen, NADH absorbance; inhibition, % at 4.8 µM; 1.2% of 360,000 active; AID 588335; in the data active means inhibition above about 30%;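 further: 0% = DMSO wells and 100% = wells lacking the enzyme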
Mtb FBA inh: inhibitors of M. tuberculosis fructose-bisphosphate aldolase; P9WQA3; purified M. tuberculosis FBA, fluorescence read-out; inhibition, % at 1 µM; 2.3% of 360,000 active; in the data active means inhibition above about 27%;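 further: 0% = vehicle and 100% = reference inhibitor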
Target sequence (P9WQA3 whole entry, looked up): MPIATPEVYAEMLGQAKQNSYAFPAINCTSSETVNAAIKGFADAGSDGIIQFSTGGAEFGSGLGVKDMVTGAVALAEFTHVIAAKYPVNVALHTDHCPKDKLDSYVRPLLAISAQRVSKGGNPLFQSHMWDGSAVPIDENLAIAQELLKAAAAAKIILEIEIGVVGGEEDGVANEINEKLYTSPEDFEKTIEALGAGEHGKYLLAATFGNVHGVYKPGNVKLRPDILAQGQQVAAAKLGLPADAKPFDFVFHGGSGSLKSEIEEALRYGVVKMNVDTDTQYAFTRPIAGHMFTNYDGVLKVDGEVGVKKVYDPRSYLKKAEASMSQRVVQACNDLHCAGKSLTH
BoNT-F LC inh: inhibitors of Botulinum neurotoxin F light chain protease; Multiplex microsphere protease cleavage assay, flow cytometry; inhibition, % at 10 µM; 0.22% of 360,000 active; AID 588497; in the data active means inhibition above about 35%, passing the limit was not always enough; inconclusive means no clear call, values can overlap the other calls; further: plate controls were buffer without enzyme for full effect and enzyme alone for no effect
Starred values were filed as active, the others as inactive; u = inconclusive; x = not tested or not shown. Unless noted, no stated cut-off is given here; in the data, active means inhibition above about 30%; inconclusive means no clear call, values can overlap the other calls; inactive means below that.

SMILES	FadD28 FP inh	BoNT-A LC inh2	Mtb UGM inh	PfHsp40 yeast	Anthrax LF inh2	BioA inh	GDH-TPI inh	Mtb FBA inh	BoNT-F LC inh
COc1ccc(NS(=O)(=O)c2cccc(C(=O)N/N=C/c3cn(-c4ccccc4)nc3-c3ccc(OC)cc3)c2)cc1	0.2	0.4	-1.3	0.8	-2	-2.0	5	0	-7
Cc1nc(NC(=O)CCc2ccccc2)ccc1Br	-3.7	-1.7	2.0	0.9	-2	-1.1	4	0	-14
O=C(NNS(=O)(=O)c1ccccc1)c1ccccc1-n1cccc1	-0.5	0.3	-3.6	1.1	0	0.4	4	-1	1
O=C(O)CCCCCNC(=O)CCn1nnc2ccccc2c1=O	-0.2	u	2.6	2.2	-2	0.7	0	-1	6
O=C(CNC(=O)c1nn(Cc2ccccc2)c(=O)c2ccccc12)Nc1ccc(F)c(F)c1F	-0.1	0.7	-1.5	0.0	-4	-1.2	6	0	-1
Cc1ccc2c(CN3CCN(S(=O)(=O)c4ccccc4C(F)(F)F)CC3)cc(=O)oc2c1	-3.4	-0.6	1.7	1.2	0	-0.3	9	3	-6
COc1ccc(N2CCN(C(=O)COc3ccc4c(C)cc(=O)oc4c3)CC2)cc1	-2.3	-1.3	-2.7	0.5	-1	-0.4	15	15	1
CCCS(=O)(=O)NC(=O)C1(C)CCCN(C(=O)c2cccc(C)c2C)C1 (configuration not stated)	-4.5	-0.3	x	x	2	-1.1	6	-1	2
CC1(C(=O)Nc2ccc3c(c2)OCO3)CCN1Cc1cccc2c1OCO2 (configuration not stated)	-0.7	-1.2	x	x	-3	0.6	6	1	-12
COc1ccc(/C=C/c2c([N+](=O)[O-])c(=O)n(C)c(=O)n2C)c(OC)c1OC	-1.7	-0.7	6.9	-0.3	-8	x	9	-1	-7
O=C(CNS(=O)(=O)c1cccs1)NCc1ccc(F)cc1	-0.8	-0.6	0.8	-0.9	-1	x	3	1	1
Cc1ccc(NC(=O)CN(C)C2CCCCC2)cc1Br	-2.3	-0.1	5.7	-0.5	-4	-1.7	-2	-3	3
COc1ccc(O)c(C(=O)c2cc(C#N)c(=O)n(Cc3ccccc3)c2)c1	-9.6	-0.7	-0.6	1.2	-6	x	7	-2	-7
COc1ccccc1/C=C/[C@@H]1C[C@H]2CN(Cc3cccc(Cl)c3)C(=O)[C@]23CCCN13	0.2	2.3	0.5	1.4	-2	x	-1	-5	0
COc1ccc(CC(NC(C)=O)C(=O)NC2CCN(C(=O)c3ccccc3F)CC2)cc1 (configuration not stated)	-3.4	-3.1	-1.8	-0.9	-5	-1.8	1	1	-26
COc1ccc(-c2cc(=O)c3c(O)c(OC)c(OC)c(OC)c3o2)cc1	-3.6	-0.1	x	0.7	9	x	11	-1	-5
COc1cccc(C(=O)OC(C)CN2CCCC2)c1 (configuration not stated)	-0.9	0.8	-1.2	0.5	1	-1.5	-5	6	17
O=C(C[n+]1ccc(Cc2ccccc2)cc1)Nc1ccccc1	-4.2	0.2	-2.7	-0.7	-2	x	-14	0	-1
O=C(O)c1ccc(COc2ccc3c4c(c(=O)oc3c2)CCC4)o1	-7.4	-1.1	1.3	-0.6	-3	x	22	34*	-1
Cc1ccc(C(C)C)cc1OCC(=O)N1CCN(C(=O)c2ccco2)CC1	3.4	2.1	0.6	-0.7	12	-5.7	3	6	15
O=S1(=O)N=C(N/N=C/c2ccccn2)c2ccccc21	0.8	-2.2	2.1	-1.0	0	x	18	0	-6
CN(CC(=O)Nc1ccccc1Oc1ccccc1)Cc1ccccc1F	-7.6	0.6	0.1	3.0	-1	x	-6	-2	9
CC(C)CC(=O)NC(=S)Nc1cccc2nsnc12	-0.1	7.6	x	1.8	5	-3.9	21	5	3
CCOC(=O)Cc1csc(NC(=O)c2ccc(OC)c(OC)c2)n1	-1.7	-0.5	x	0.4	-1	0.1	-2	-2	-7
COc1ncnc2c1ncn2CCCN1CCN(c2ncccn2)CC1	-3.4	-0.4	x	x	-7	x	4	-2	-6
Continued:
SMILES	FadD28 FP inh	BoNT-A LC inh2	Mtb UGM inh	PfHsp40 yeast	Anthrax LF inh2	BioA inh	GDH-TPI inh	Mtb FBA inh	BoNT-F LC inh
CCOC(=O)CSc1ncnc2c(C(=O)OCC)c3n(c12)CCC3	0.6	0.1	-0.6	-0.2	1	x	3	1	-1
S=C(Nc1ccc(Cl)cc1)NN1CCOCC1	-1.4	-0.9	-5.8	-0.5	0	x	2	0	-4
Cn1ncc2c(Nc3cccc(C(=O)O)c3)ncnc21	-0.8	-2.4	-1.7	-1.4	-4	1.2	3	0	-17
CCCNC(=O)C(Cc1cccc(C#N)c1)NC(=O)c1cccc([N+](=O)[O-])c1 (configuration not stated)	-0.2	0.1	-0.9	-1.4	4	-1.6	11	2	1
CCCN1C2CCCC1CC(NC(=O)c1ccccc1OC)C2 (configuration not stated)	-2.5	-0.9	-1.1	-0.2	8	1.2	2	1	u
COc1ccccc1-c1noc(CCC(=O)Nc2cccc(C(F)(F)F)c2)n1	-3.9	-0.5	1.8	1.3	-2	x	3	-1	-5
COc1ccc(/C=C/C(=O)NCCc2c[nH]c3ccccc23)cc1OC	-0.3	-2.9	1.8	0.8	-4	0.0	15	0	-10
CCOC(=O)c1sc2nc(C)nc(NCCc3ccccn3)c2c1C	-0.4	-0.1	1.1	4.0	-2	x	3	71*	-4
CC(C)=CCC[C@](C)(O)C1CC[C@]2(C)C1[C@H](O)CC1[C@@]3(C)CC[C@H](O[C@@H]4O[C@H](CO)[C@@H](O)[C@H](O)[C@H]4O[C@@H]4O[C@H](CO)[C@@H](O)[C@H](O)[C@H]4O)C(C)(C)C3CC[C@]12C (some centres not stated)	-1.5	0.7	x	-0.7	12	-1.7	5	0	12
Cc1ccc(S(=O)(=O)Nc2ccccc2C(=O)Nc2ccc(S(=O)(=O)Nc3nccc(C)n3)cc2)cc1	-2.5	-1.2	0.3	1.3	-1	x	9	66*	-11
O=C(Cc1ccc(F)cc1)Nc1ccc(S(=O)(=O)N2CCCCC2)cc1	-1.0	0.6	0.7	2.9	2	x	3	2	-9
COc1ccc(S(=O)(=O)N2CCC(C(=O)N[C@@H](C)C(=O)NCc3cccnc3)CC2)cc1	-0.6	0.0	x	x	-3	-0.2	4	-4	1
CC(Oc1ccc(Cl)cc1)c1ccnn1S(C)(=O)=O (configuration not stated)	0.8	-1.2	-0.9	0.5	2	-0.2	9	3	-10
CC(C)(C)OC(=O)N[C@@H](C(=O)OC(C)(C)C)c1ccc(Br)cc1	-2.7	-0.7	-1.3	1.3	-5	-1.1	-16	-3	0
O=C(O)c1ccc(N2C(=O)CC(SC(=NCc3ccc4c(c3)OCO4)Nc3ccc(F)cc3)C2=O)cc1 (configuration not stated)	-3.4	0.7	3.9	0.8	-1	x	10	4	2
Cc1ccc(NC(=O)NC2(C(=O)NCc3ccccc3)CCCCC2)cc1	-1.4	0.3	-0.3	0.2	2	-1.9	1	0	3
COc1cc(/C=N\NC(=O)CNC(=O)c2cccc([N+](=O)[O-])c2)ccc1O	-1.1	0.2	0.2	4.2	3	1.8	6	4	3
Cc1ccc(CNC(=O)CSc2ccc(-c3ccco3)nn2)cc1	-3.2	0.7	-0.4	-1.6	-2	-1.4	-10	4	5
O=S1c2ccccc2Oc2ccccc21	-1.4	0.1	x	-0.5	-5	x	7	0	0
CCC(=O)n1nc(-c2ccc(OC)cc2)nc1SC	-0.8	0.2	-1.3	0.7	-3	-0.9	1	3	-2
CNc1ccccc1NC(=O)CCn1c(=S)oc2ccccc21	0.4	-0.8	-3.7	0.3	-4	-2.6	11	1	-6
COCCCn1c(-c2ccsc2)nc2c1c(=O)[nH]c(=O)n2Cc1ccccc1	0.0	0.2	-0.5	-0.9	-2	x	4	-1	-7
Cc1c(F)cccc1NC(=O)CCCCCC1NC(=O)NC1C (configuration not stated)	-0.8	1.7	-1.1	1.4	1	-36	-4	7	3
CN(C)S(=O)(=O)c1ccc(N2CCCC2)c(C(=O)NNC(=O)c2ccc(Br)cc2)c1	-3.3	0.1	3.5	-0.1	7	1.2	2	6	-5
COc1ccc(CN2CCc3ccccc3C2)c(OC)c1	0.0	u	0.0	-0.4	-33	x	3	1	x
Other compounds:
SMILES	FadD28 FP inh	BoNT-A LC inh2	Mtb UGM inh	PfHsp40 yeast	Anthrax LF inh2	BioA inh	GDH-TPI inh	Mtb FBA inh	BoNT-F LC inh
CC(=O)c1ccc(NC(=O)CCc2nnc3ccc(N4CCCC4)nn23)cc1	0.4	-2.5	3.3	-0.4	-3	-0.3	-1	0	-4
CCN(CC)S(=O)(=O)c1cc(Br)ccc1OC	-4.6	-0.4	-5.4	-1.2	0	-0.9	-2	-2	-6
CCC(C)c1c(N)n(S(=O)(=O)c2ccc(C)cc2)oc1=O (configuration not stated)	x	0.0	x	0.6	-2	-1.2	-6	0	-9
COCCNC(C)C(=O)C12CC3CC(CC(C3)C1)C2 (configuration not stated)	-0.9	-1.0	3.8	19	-4	0.1	8	3	-14
CC(Sc1nncn1C)C(=O)Nc1ccc(Cl)cn1 (configuration not stated)	-0.5	-0.2	2.3	-1.3	2	-1.4	2	1	-5
O=C1CC(SC2=NCCS2)C(=O)N1c1ccc(Br)cc1 (configuration not stated)	0.5	-0.4	-0.2	-1.0	1	-2.5	9	4	0
Cc1cnnn1-c1ccc([N+](=O)[O-])cc1	0.3	-1.5	0.3	-0.1	-6	x	0	4	7
COc1ccccc1NC(=O)C(=O)NCCC1CCCCN1S(=O)(=O)c1cccs1 (configuration not stated)	-3.4	-1.2	-1.6	1.3	2	-0.9	2	1	0
CCOCCOC(=O)c1[nH]c2c(c1C)C(=O)CC(c1cccs1)C2 (configuration not stated)	-1.3	0.2	0.6	1.5	1	-1.5	6	-3	-2
CC(C)CN(C(=O)COC(=O)Cn1cnc2ccccc2c1=O)C1CCS(=O)(=O)C1 (configuration not stated)	-1.9	0.3	1.7	-1.8	-8	0.5	4	-1	5
Cc1ccc(N(CC(=O)N(C)Cc2ccccc2)S(C)(=O)=O)cc1C	0.7	2.2	-0.5	-1.3	-1	9.6	5	-2	u
O=C1[C@H]2[C@@H](c3ccc(C(F)(F)F)cc3)N[C@]3(CCCN(Cc4ccccc4)C3=O)[C@H]2C(=O)N1Cc1ccccc1	-2.4	-0.3	x	x	4	0.4	4	-1	-4
O=S(=O)(Nc1ccccc1)c1ccc(-c2cnc(C3CC3)o2)cc1	0.5	-0.5	-1.0	1.7	-2	4.9	6	18	2
Cn1c(=O)c2c(nc(Sc3n[nH]c(N)n3)n2Cc2ccccc2Cl)n(C)c1=O	-1.3	0.8	-0.3	0.8	-3	-4.5	11	0	-2
Cc1noc(/C=C/N(C)C)c1S(=O)(=O)N1CCCC(C(=O)Nc2ccc(F)cc2F)C1 (configuration not stated)	-2.9	2.8	-2.5	-0.2	-1	-1.0	39*	-6	2
COc1ccccc1/C=C1\SC(=S)N(CCC(=O)Nc2nnc(C)s2)C1=O	0.1	0.6	-1.6	-2.0	-2	-0.4	-2	4	-2
COC(=O)CCCC(=O)N1CCC(CO)(CCc2ccccc2)CC1	-1.9	x	-3.5	-0.4	x	17	8	-3	x
Cc1ccc(S(=O)(=O)NCCCn2ccnc2)cc1C(=O)NC(C)C	0.9	-1.9	0.2	-1.0	0	-1.2	9	3	-21

Complete entries as entered above:
Profile of COc1ccccc1NC(=O)C(=O)NCCC1CCCCN1S(=O)(=O)c1cccs1 (configuration not stated) = FadD28 FP inh = -3.4; BoNT-A LC inh2 = -1.2; Mtb UGM inh = -1.6; PfHsp40 yeast = 1.3; Anthrax LF inh2 = 2; BioA inh = -0.9; GDH-TPI inh = 2; Mtb FBA inh = 1; BoNT-F LC inh = 0
Profile of CC(C)CN(C(=O)COC(=O)Cn1cnc2ccccc2c1=O)C1CCS(=O)(=O)C1 (configuration not stated) = FadD28 FP inh = -1.9; BoNT-A LC inh2 = 0.3; Mtb UGM inh = 1.7; PfHsp40 yeast = -1.8; Anthrax LF inh2 = -8; BioA inh = 0.5; GDH-TPI inh = 4; Mtb FBA inh = -1; BoNT-F LC inh = 5
